Screening results (PubChem BioAssay)
PKA-R2B activ: PKA-R2B complex activation | P22694+P31323 | PKA-R2B holoenzyme dissociation, Cy5-IP20 fluorescence polarization; R2B truncated from residue 108, S112A mutant; 0% DMSO only, 100% 113 µM cGMP | activation, % at 11.4 µM | 0.079% of 340,000 active | AID 504700;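 active = activation above a cutoff set at the mean over all compounds plus 3 SD, cut at about 18% in these data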;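 note: higher means more holoenzyme dissociation and a rise in polarization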
Mot1-301 SUMO: inhibitors of SUMOylation pathway: yeast Mot1-301 growth rescue | 1% of 320,000 active | S. cerevisiae Mot1-301 growth rescue, ATP luminescence, 38.5C; percent above DMSO median, 100 means doubled | growth rescue, % at 18.8 µM;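 active = every valid replicate shows activation above 250% relative to neutral control wells; inactive = the rest, any valid replicate at or below 250%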;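 note: OY570 slx delta 5 strain wells were the positive control but not used for scaling; some compounds called inactive have numbers as strong as hits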
CDK5 inh: CDK5/p35 (human) kinase inhibition; AID 488839; 0.01% of 330,000 active; inhibition, % at 10 µM; Q00535+Q15078; Recombinant CDK5/p35, ADP-Glo luminescence, 60 min;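 active = highest replicate inhibition of at least 50% and at least 75% of replicates reaching 50%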;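 note: plate controls were DMSO neutral control for no effect and GW8510 at 10 µM for full effect; many of its hits are not listed in these tables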
SR-BI uptake up: activators of SR-BI mediated HDL lipid uptake; CHO ldlA[mSR-BI] cells, DiI-HDL uptake fluorescence, 3 h; 100 = double the neutral-control signal; activation, % at 12.5 µM; 0.096% of 320,000 active; AID 504775;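 active = mean replicate activation of at least 60% and every replicate at or above 60%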;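 note: 0% = median plate neutral-control signal and 100% = twice that signal; values of inactives mirror those of a sister screen read the other way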
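Test system: SR-BI-overexpressing, LDLR-lacking CHO cells; Also added: labelled HDL, 10 µg/mL; Measured by: bottom-read cell fluorescence after medium removal, ex 550/em 595 nm; Timing: 3 h uptake period with compound, 37 °C; Buffer or medium: F12, 0.5% BSA, 25 mM HEPES; Doses: single compound concentration, delivered by pin transfer.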
dFosB act: enhances mouse delta FosB homodimer DNA binding. purified delta FosB, TAMRA-CDK5 oligo fluorescence polarization; percent of positive-control signal above neutral wells. P13346. activation, % at 25 µM. AID 493131. 0.99% of 340,000 active;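 active = mean activation above about 17%, with every replicate also reaching it, limit read from the data, passing the limit was not always enough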;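 note: fluorescence polarization rise as delta FosB binds a TAMRA Cdk5 AP-1 oligo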
PKA-R1A act: PKA-R1A complex activation; activation, % at 11.4 µM; P00514+P68181; 0.083% of 340,000 active; AID 504707; PKA-R1A dissociation, Cy5-IP20 fluorescence polarization; scaled: DMSO 0%, 113 µM cGMP 100%;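 active = percent activation above the mean of all tested compounds plus 3 SD, cut at about 19% in these data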;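 note: higher means more PKAc released from R1A so a rise in polarization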
Pemphigus Ab inh: blocks pemphigus antibody binding to human desmoglein-3; P32926; DSG3-coupled beads, scFv-anti-DSG3-GFP binding, flow cytometry; stronger effect = lower value; binding (percent of control), % at 10 µM; 0.48% of 310,000 active;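 active = binding more than 3 SD below its plate's average and above zero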;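 note: hits lower antibody fragment binding to DSG3; some compounds called inactive have numbers as strong as hits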
NSD2 inh: inhibitors of human histone methyltransferase NSD2; O96028; NSD2 peptide methylation, AlphaScreen, 120 min; inhibition, % at 12.5 µM; 0.54% of 310,000 active; AID 743445; in the data active = inhibition above about 50%
SR-BI DiI inh: inhibitors of mouse SR-BI mediated HDL lipid uptake; ldlA[mSR-BI] CHO cells, DiI-HDL uptake fluorescence, 3 h; 0.96% of 320,000 active; Q61009; inhibition, % at 12.5 µM;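 active = mean replicate inhibition of at least 70% and a set share of replicates each scoring 70 or more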;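 note: 0% = median of neutral control wells and 100% = median of positive control wells; values of inactives mirror those of a sister screen read the other way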
Target sequence (Q61009 whole entry, looked up): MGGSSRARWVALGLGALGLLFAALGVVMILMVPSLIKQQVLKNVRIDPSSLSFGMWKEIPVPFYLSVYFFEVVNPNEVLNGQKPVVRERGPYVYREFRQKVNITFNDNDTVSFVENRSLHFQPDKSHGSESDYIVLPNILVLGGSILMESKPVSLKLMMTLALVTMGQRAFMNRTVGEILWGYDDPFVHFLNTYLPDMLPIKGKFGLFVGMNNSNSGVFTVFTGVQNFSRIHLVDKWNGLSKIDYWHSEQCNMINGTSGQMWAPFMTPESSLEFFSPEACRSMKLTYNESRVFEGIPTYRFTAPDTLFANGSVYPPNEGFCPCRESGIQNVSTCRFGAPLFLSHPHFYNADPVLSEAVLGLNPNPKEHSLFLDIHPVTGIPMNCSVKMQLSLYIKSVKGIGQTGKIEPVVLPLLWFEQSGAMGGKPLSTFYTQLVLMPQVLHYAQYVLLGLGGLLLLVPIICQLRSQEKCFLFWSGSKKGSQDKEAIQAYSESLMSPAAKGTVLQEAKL
MITF act: MITF TRPM1 promoter activation in melanoma cells. 0.75% of 300,000 active. AID 588334. activation, % at 12.5 µM. SK-MEL-5 TRPM1-promoter luciferase, 24 h; % of positive control, neutral wells = 0;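 active = mean activation of at least 80% with every replicate also reaching 80%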;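 note: 0% = neutral control wells and 100% = parthenolide positive control wells; values of inactives mirror those of a sister screen read the other way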
Arrestin-AP2 inh: inhibitors of human beta-arrestin and AP2 interaction. FITC-arrestin peptide / GST-AP2 beads, flow cytometry; AP2 beta2 appendage carries R879A mutation. inhibition, % at 10 µM. 0.31% of 340,000 active;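 active = inhibition above a set limit, near 3 SD of compounds lacking own fluorescence, cut at about 54% in these data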;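 note: plate controls were DMSO wells for no effect and 5 µM unlabelled arrestin peptide for full effect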
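System: GST-tagged AP2 beta2-adaptin appendage (R879A) on 4 µm glutathione beads / Reagent: FITC-arrestin peptide, 50 nM / Detection: HyperCyt-sampled flow cytometry, FL1 channel, ex 488/em 535 nm / Timing: 12 min plus 1 h, RT / Buffer or medium: PBS plus Tween 20 (0.05%) and BSA (0.1%)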
An asterisk follows results filed as active; · = no result given.

| # | Structure | PKA-R2B activ | Mot1-301 SUMO | CDK5 inh | SR-BI uptake up | dFosB act | PKA-R1A act | Pemphigus Ab inh | NSD2 inh | SR-BI DiI inh | MITF act | Arrestin-AP2 inh |
| --- | --- | --- | --- | --- | --- | --- | --- | --- | --- | --- | --- | --- |
| 1 | CN(CC(O)CON=C1c2ccccc2-c2ccccc21)S(=O)(=O)c1ccc(Br)cc1 (stereo not drawn) | -6 | -1 | 0.5 | -15 | -7 | -2 | 100 | -1 | 15 | 4 | -12 |
| 2 | O=S(=O)(c1ccc(Br)s1)N1CCN(c2ncccn2)CC1 | -3 | 7 | 0.5 | 2 | -11 | -1 | 95 | 12 | -2 | -3 | -6 |
| 3 | CCn1cc(C(=O)O)c(=O)c2cc(F)c(N3CCN(C(=S)NC(=O)c4ccccc4C)CC3)cc21 | -11 | -7 | 0.9 | · | -3 | -3 | 93 | · | · | 12 | 31 |
| 4 | CC(=O)Nc1ccccc1NC(=O)C(F)(F)F | -6 | 3 | -1.2 | 33 | 6 | 0 | 97 | -1 | -33 | 8 | 17 |
| 5 | Cc1ccc(OCc2ccc(C(=O)NCC3CCCO3)cc2)cc1C (stereo not drawn) | 2 | 21 | -0.7 | -11 | -8 | -12 | 99 | 1 | 11 | 13 | 3 |
| 6 | CCn1cc(C(=O)NCC(OC)OC)c(=O)c2cc(S(=O)(=O)N3CCCC3)ccc21 | -5 | 15 | · | 9 | 0 | 2 | 94 | 2 | -9 | -2 | -7 |
| 7 | NC12CC3CC(C1)CC(O)(C3)C2 | -6 | 30 | -4.2 | 21 | -1 | -5 | 83 | 5 | -18 | -8 | -3 |
| 8 | COc1ccc(CCNC(=O)CCNC(=O)c2ccc(Br)cc2)cc1OC | 1 | 4 | -1.0 | 4 | -8 | 8 | 102 | -1 | -4 | -12 | · |
| 9 | N#CC(=C(O)COC(=O)c1ccc2c(c1)OCCO2)c1nc2ccccc2[nH]1 | -2 | · | 1.4 | -1 | 7 | -3 | 88 | -2 | 1 | 6 | 23 |
| 10 | COc1ccc(NC(=S)N/N=C/c2cccn2Cc2ccccc2F)cc1 | 0 | -4 | 0.5 | -17 | -4 | 1 | 99 | -4 | 17 | -6 | 17 |

Another view of part of the listing above.
1	CN(CC(O)CON=C1c2ccccc2-c2ccccc21)S(=O)(=O)c1ccc(Br)cc1 (stereo not drawn)
2	O=S(=O)(c1ccc(Br)s1)N1CCN(c2ncccn2)CC1
3	CCn1cc(C(=O)O)c(=O)c2cc(F)c(N3CCN(C(=S)NC(=O)c4ccccc4C)CC3)cc21
4	CC(=O)Nc1ccccc1NC(=O)C(F)(F)F
5	Cc1ccc(OCc2ccc(C(=O)NCC3CCCO3)cc2)cc1C (stereo not drawn)
6	CCn1cc(C(=O)NCC(OC)OC)c(=O)c2cc(S(=O)(=O)N3CCCC3)ccc21
7	NC12CC3CC(C1)CC(O)(C3)C2
8	COc1ccc(CCNC(=O)CCNC(=O)c2ccc(Br)cc2)cc1OC
9	N#CC(=C(O)COC(=O)c1ccc2c(c1)OCCO2)c1nc2ccccc2[nH]1

screen / no.	1	2	3	4	5	6	7	8	9
PKA-R2B activ	-6	-3	-11	-6	2	-5	-6	1	-2
Mot1-301 SUMO	-1	7	-7	3	21	15	30	4	·
CDK5 inh	0.5	0.5	0.9	-1.2	-0.7	·	-4.2	-1.0	1.4
SR-BI uptake up	-15	2	·	33	-11	9	21	4	-1
dFosB act	-7	-11	-3	6	-8	0	-1	-8	7
PKA-R1A act	-2	-1	-3	0	-12	2	-5	8	-3
Pemphigus Ab inh	100	95	93	97	99	94	83	102	88
NSD2 inh	-1	12	·	-1	1	2	5	-1	-2
SR-BI DiI inh	15	-2	·	-33	11	-9	-18	-4	1
MITF act	4	-3	12	8	13	-2	-8	-12	6
Arrestin-AP2 inh	-12	-6	31	17	3	-7	-3	·	23
